# MEX-5 binding: C. elegans MEX-5 TCR-2 RNA binding activity. hit rate 0.38% among 300,000. MEX-5/FITC-TCR2 RNA binding, fluorescence polarization; active compounds read low. activity score (negative = inhibition of binding), % at 10 µM. AID 1832. Q9XUB2;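 active = inhibition past about -25% in most replicates, and total fluorescence under double the plate's negative control median, limit read from the data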;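 also: 0% = DMSO and -100% = 5 µM competing unlabeled TCR2 RNA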
# Target sequence (Q9XUB2 whole entry, looked up): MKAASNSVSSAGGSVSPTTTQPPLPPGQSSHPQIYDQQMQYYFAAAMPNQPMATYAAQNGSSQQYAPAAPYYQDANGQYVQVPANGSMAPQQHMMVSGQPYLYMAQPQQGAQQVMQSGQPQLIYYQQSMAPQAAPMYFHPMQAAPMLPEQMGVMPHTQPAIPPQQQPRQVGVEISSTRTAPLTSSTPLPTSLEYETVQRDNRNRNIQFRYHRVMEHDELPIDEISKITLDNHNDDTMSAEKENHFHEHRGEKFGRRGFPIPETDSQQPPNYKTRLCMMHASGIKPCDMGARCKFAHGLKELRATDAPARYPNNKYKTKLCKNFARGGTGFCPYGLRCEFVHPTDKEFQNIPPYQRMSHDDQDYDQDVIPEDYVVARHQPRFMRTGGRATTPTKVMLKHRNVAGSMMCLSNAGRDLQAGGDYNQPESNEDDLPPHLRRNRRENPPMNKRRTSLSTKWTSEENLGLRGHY
# PME-1 primary: blocks human protein phosphatase methylesterase 1 | inhibition, % at 5.9 µM | recombinant PME-1, FP-Rh probe fluorescence polarization | Q9Y570 | AID 2130 | hit rate 0.53% among 320,000;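 active = inhibition above the campaign mean of all compounds plus 3 SD, cut at about 26% in these data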;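 also: competitive labeling of PME-1 active site by serine hydrolase directed probe; 0% = PME-1 with DMSO and 100% = wells lacking PME-1 enzyme; inhibitors block probe labeling so polarization falls and inhibition rises; many of its hits are not listed in these tables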
# PAFAH1B2 inh: blocks human PAF acetylhydrolase 1b catalytic subunit 2; inhibition, % at 3.39 µM; recombinant PAFAH1B2, FP-rhodamine activity probe, fluorescence polarization; hit rate 1.2% among 340,000; AID 492953; P68402;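 active = inhibition above the mean of all tested compounds plus 3 SD, cut at about 24% in these data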;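 also: 0% = enzyme with DMSO and 100% = wells lacking PAFAH1B2; many of its hits are not listed in these tables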
# Fam108B counter: Fam108B inhibition, counter-screen for RBBP9 inhibitors; AID 1947; hit rate 0.33% among 300,000; inhibition, % at 9.51 µM; recombinant Fam108B, FP-Rh probe fluorescence polarization;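 active = inhibition above the screen mean inhibition plus 3 SD, computed separately per campaign, cut at about 18% in these data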;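 also: inhibitors lower polarization as less probe binds the enzyme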
# GLD-1 RNA inh: GLD-1-TGE RNA interaction inhibition (C. elegans). Q17339. purified GLD-1 + fluorescein TGE RNA, fluorescence polarization. inhibition, % at 5.96 µM. hit rate 0.44% among 320,000. AID 2280;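 active = percent inhibition above a per-plate cutoff, the plate mean of test compounds plus 3 SD, cut at about 30% in these data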;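 also: 0% = DMSO wells with GLD-1 and probe and 100% = wells lacking GLD-1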
# AHR activator: human AHR activation; P35869; AHR-responsive luciferase reporter cells, luminescence; activation, % at 5 µM; hit rate 2.5% among 320,000; AID 2796; in the data active = activation above about 47%;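 also: 0% = vehicle wells and 100% = reference agonist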
# pPAFAH FP inh: pPAFAH (human) enzyme inhibition. Q13093. recombinant pPAFAH, FP-rhodamine probe fluorescence polarization. inhibition, % at 3.39 µM. hit rate 1.5% among 330,000;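 active = inhibition above the mean inhibition across the screen plus 3 SD, cut at about 25% in these data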;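 also: inhibitors block binding of the rhodamine activity-based probe so polarization drops; 0% = enzyme with DMSO and 100% = wells lacking pPAFAH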
# MCL1 BIM primary: inhibitors of human MCL1 binding to BIM-BH3 peptide | AID 2057 | hit rate 0.68% among 320,000 | Q07820 | inhibition, % at 10.9 µM | GST-MCL1 / FITC-Bim-BH3 fluorescence polarization;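 active = inhibition above the mean inhibition of all tested compounds plus 3 SD, set per campaign, cut at about 40% in these data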;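 also: 0% = DMSO wells and 100% = unlabeled Bim-BH3 peptide control; higher means more loss of mP so more displacement of Bim peptide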
# Target sequence (Q07820 whole entry, looked up): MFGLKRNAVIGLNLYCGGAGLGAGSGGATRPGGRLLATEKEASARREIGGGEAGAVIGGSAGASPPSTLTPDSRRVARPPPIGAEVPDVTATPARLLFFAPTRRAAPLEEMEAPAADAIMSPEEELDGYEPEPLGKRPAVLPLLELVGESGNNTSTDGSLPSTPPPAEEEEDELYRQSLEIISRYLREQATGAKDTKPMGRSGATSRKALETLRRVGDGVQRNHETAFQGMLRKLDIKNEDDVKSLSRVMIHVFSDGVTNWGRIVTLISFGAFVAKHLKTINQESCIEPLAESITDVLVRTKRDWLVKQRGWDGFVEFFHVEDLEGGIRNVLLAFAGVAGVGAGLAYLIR
# BCLXL inh: inhibitors of human Bcl-xL; Q07817; hit rate 0.7% among 320,000; GST-Bcl-xL / FITC-Bim BH3 peptide fluorescence polarization; inhibition, % at 10.9 µM;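 active = inhibition above the mean of all tested compounds plus 3 SD, cutoff set per campaign, cut at about 30% in these data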;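 also: 0% = DMSO wells and 100% = unlabeled Bim-BH3 peptide competitor; inhibitors lower millipolarization by displacing the labeled peptide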
# Target sequence (Q07817 whole entry, looked up): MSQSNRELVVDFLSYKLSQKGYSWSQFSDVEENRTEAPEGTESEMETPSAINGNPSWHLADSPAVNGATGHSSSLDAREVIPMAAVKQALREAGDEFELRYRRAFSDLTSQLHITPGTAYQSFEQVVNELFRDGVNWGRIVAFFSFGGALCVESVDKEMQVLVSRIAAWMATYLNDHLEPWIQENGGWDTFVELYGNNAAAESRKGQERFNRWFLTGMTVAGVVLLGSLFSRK
# * marks the source's active call; other numbers are inactive results; · = not tested or not shown. A portion of the library; the hit share may differ from the screen's.
SMILES,MEX-5 binding,PME-1 primary,PAFAH1B2 inh,Fam108B counter,GLD-1 RNA inh,AHR activator,pPAFAH FP inh,MCL1 BIM primary,BCLXL inh
C#CCOCCOCCOCCNc1nc(N2CCN(C(=O)CCCCCCCCCCNC(=O)Cn3cc(CCCCCN)nn3)CC2)nc(N2CCN(C(=O)CCCCCCCCCCNC(=O)[C@H]([C@@H](C)CC)n3cc(CCCCN=C(N)N)nn3)CC2)n1,·,1.1,-1.5,6.5,-1.7,-3.3,14.3,-0.1,5.2
O=C(NCc1cn(-c2ccccc2)nc1-c1ccc(F)cc1)c1cccc([N+](=O)[O-])c1,3.0,-20.2,-5.7,-10.9,4.4,11.8,-1.5,4.8,0.8
C/C(CC(C)C)=N\NC(=O)Nc1ccccc1,2.1,-2.5,-2.5,0.3,-0.9,19.4,9.4,-3.8,-3.6
CCOc1ccc(NC(=O)CSc2nc3ccccc3nc2N2CC(C)OC(C)C2)cc1 (stereo unspecified),-1.1,-7.8,-6.8,-5.3,0.1,0.9,-5.5,2.9,3.8
O=C(Cc1cccs1)Nc1cccc(-c2nc3ccccc3o2)c1,4.0,-2.1,1.7,-0.2,-1.9,7.6,1.2,-11.1,3.3
CCCCOc1ccc(CSC(=N)N)cc1Cl,0.0,-2.8,2.7,0.6,-5.2,0.4,0.9,-6.1,-1.6
COc1ccc2cc(C(c3nnnn3CCc3ccccc3)N3CCCC(C)C3)c(=O)[nH]c2c1 (stereo unspecified),-10.3,-6.6,5.7,-2.6,-2.9,2.3,2.1,4.7,9.2
COCCN(C(=O)COC(=O)c1c(-c2ccccc2)noc1C)c1c(N)n(Cc2ccccc2)c(=O)[nH]c1=O,1.8,4.5,-1.2,2.5,1.7,0.1,3.8,-4.0,4.2
Cc1ccc2nc(-c3ccc(N4C(=NC(=O)CCC(=O)O)SC5CS(=O)(=O)CC54)cc3)sc2c1 (stereo unspecified),-1.8,-1.5,-2.6,-0.3,-2.9,9.2,4.0,6.7,9.4
CC1(C)CC(=O)C2=C(C1)OC(N)=C(C#N)[C@@H]2c1ccccc1[N+](=O)[O-],-68.0*,6.7,1.9,2.5,112.9*,11.4,9.6,194.3*,163.2*
Cc1onc(-c2ccccc2Cl)c1C(=O)NC(=S)Nc1ccccc1F,-3.0,-0.4,-2.9,-2.2,-0.1,-0.9,2.1,-3.0,-1.0
O=C1c2ccccc2C(=O)N1OCc1ccccc1[N+](=O)[O-],1.9,6.1,2.6,-0.5,-2.6,27.9,4.7,-2.5,-1.3
CC(C)(C)NC(=O)CC1C[C@H](C(=O)N2CCOCC2)[C@@]2(C)c3[nH]c4ccccc4c3CCN2C1=O (stereo partly specified),·,·,3.4,·,3.1,-1.0,-0.1,·,·
CCN1CCS/C1=C/C=C/C1=[N+](CC)CCS1,3.4,0.6,0.9,1.8,-108.5,-1.7,3.9,-32.7,-23.6
Cc1cc(=O)[nH]c2c1c(C)nn2C(C)(C)C,-1.7,-5.1,-3.0,-1.8,8.3,-1.7,-2.9,1.6,0.4

# 3 entries from above, arranged by their value in PME-1 primary, low to high:
Molecule | MEX-5 binding | PME-1 primary | PAFAH1B2 inh | GLD-1 RNA inh | AHR activator | pPAFAH FP inh | MCL1 BIM primary | BCLXL inh
CCCCOc1ccc(CSC(=N)N)cc1Cl | 0.0 | -2.8 | 2.7 | -5.2 | 0.4 | 0.9 | -6.1 | -1.6
C/C(CC(C)C)=N\NC(=O)Nc1ccccc1 | 2.1 | -2.5 | -2.5 | -0.9 | 19.4 | 9.4 | -3.8 | -3.6
COCCN(C(=O)COC(=O)c1c(-c2ccccc2)noc1C)c1c(N)n(Cc2ccccc2)c(=O)[nH]c1=O | 1.8 | 4.5 | -1.2 | 1.7 | 0.1 | 3.8 | -4.0 | 4.2

# The list continues:
SMILES,MEX-5 binding,PME-1 primary,PAFAH1B2 inh,Fam108B counter,GLD-1 RNA inh,AHR activator,pPAFAH FP inh,MCL1 BIM primary,BCLXL inh
COc1ccc(NC(=O)c2nn(C)c(C(=O)Nc3ccc(OC)cc3)c2[N+](=O)[O-])cc1,0.6,-6.2,-2.7,2.5,0.3,3.1,-1.0,-3.5,6.7
COc1ccc(CNC(=O)c2cnc3cc(C)ccn3c2=O)cc1,-28.1*,-5.7,-5.7,0.1,-20.1,8.5,0.2,5.2,3.9
Cc1ccc(N2C(=O)C3CCCN3C2=S)c(C)c1 (stereo unspecified),·,5.8,-3.5,·,2.7,-1.4,1.6,-0.7,3.1
O=C1c2ccccc2NC(c2cccnc2)N1c1ccccc1F (stereo unspecified),1.7,1.1,1.8,2.3,2.7,0.7,-1.3,-2.2,1.4
CCOc1ccc(C(c2c(NC(=O)c3ccccc3)sc(C)c2C)N2CCN(C)CC2)cc1 (stereo unspecified),1.1,9.0,-1.4,7.3,7.1,6.0,9.7,8.0,3.3
Cc1cc(O)c(NC(=S)NC(=O)c2ccc(-c3ccc(Cl)cc3)o2)cc1C,2.7,38.6*,-0.2,1.3,-4.0,21.2,10.1,18.2,6.0
Cc1cccc(C)c1NC(=S)N1CCC(N(C)CC2CCCO2)CC1 (stereo unspecified),-1.0,-1.6,1.9,-3.0,-3.3,-1.0,2.0,3.0,-0.6
CCCN1C(=O)c2ccccc2NC1c1ccc(Cl)cc1 (stereo unspecified),1.4,0.3,4.6,-1.3,-0.5,1.9,0.7,7.1,3.3
COC(=O)c1cccc(S(=O)(=O)N2CCCCC2)c1,-0.4,7.5,4.9,0.0,7.5,-1.0,-3.1,-3.2,10.1
COc1ccc(S(=O)(=O)N2CCCCC2)cc1NC(=O)c1cc([N+](=O)[O-])ccc1N1CCOCC1,1.7,-3.0,7.1,-1.2,7.7,1.5,0.5,3.7,-1.3
COc1cccc(OC)c1C(=O)Nc1nnc(C(C)C)s1,3.4,-0.7,-2.0,2.1,-0.2,15.7,3.2,5.0,6.7
Cc1ccc(-c2nnn(CC(=O)N(CCN3CCOCC3)C(C(=O)NC(C)(C)C)c3ccc(C)o3)n2)cc1 (stereo unspecified),-0.9,2.9,-1.4,-3.8,4.6,5.5,-6.8,1.5,1.3
COc1ccccc1NC(=O)NC1(C(=O)N2CCC(O)CC2)CCCCC1,-0.7,-2.1,5.0,1.2,-5.0,7.4,2.4,1.4,0.4
COc1cc(/C=C(/Sc2nnc(-c3ccc(F)cc3)o2)C(=O)O)ccc1OC(F)F,1.0,-6.5,4.2,0.8,-2.3,-0.4,11.0,8.2,3.7
Cc1ccc(S(=O)(=O)N(C)C)cc1NC(=O)COC(=O)CCCOc1ccccc1,0.7,4.6,-1.1,0.2,3.8,-1.3,21.8,3.9,-0.5
Cc1ccccc1NC(=O)c1cccc2nccnc12,-0.6,-4.6,2.2,-0.4,9.7,25.5,8.6,1.0,3.7
CC(C)CCNC(=O)C(Cc1ccccc1)NS(=O)(=O)c1ccc2c(c1)c(=O)n(C)c(=O)n2C (stereo unspecified),0.5,5.1,0.9,1.3,5.5,-0.8,2.4,-4.2,0.5
Cc1ccc(CN2CC(C(=O)Nc3ncccc3C)CC2=O)cc1 (stereo unspecified),-1.1,0.1,-1.4,4.5,12.5,0.3,-0.2,-1.1,0.7
CCc1ccc(C(=O)Nc2ccc(OC)c(S(=O)(=O)N3CCOCC3)c2)cc1,1.8,1.5,1.4,-0.2,-0.7,9.6,-4.3,1.1,2.8
Cc1ccc(S(=O)(=O)NCC(=O)N(CC(=O)NCC2CCCO2)Cc2ccccc2)cc1 (stereo unspecified),0.0,-1.5,6.2,2.2,1.8,-2.4,2.7,1.5,4.2
O=C1SCC(c2ccc(Cl)cc2Cl)=NN1Cc1nnc(-c2ccccc2)o1,2.2,-1.3,2.2,-4.5,7.9,8.6,5.7,5.2,0.5
CCOc1ccc(NC(=O)CN(C)C(=O)CN2C(=O)C3CC=CCC3C2=O)cc1OCC (stereo unspecified),-1.9,-0.1,1.9,0.5,-1.2,-1.0,3.3,2.5,4.5
O=C(Cn1nc(C(=O)O)c2ccccc2c1=O)Nc1ccccc1C(F)(F)F,-0.1,-5.9,2.4,6.9,7.0,1.5,-0.1,0.4,0.3
O=C(CCN1C(=O)/C(=C/c2cccs2)SC1=S)NC1=NCCS1,·,-1.5,6.9,-1.3,-0.6,3.7,2.4,16.5,11.0
Cc1[nH]n(-c2ccccc2)c(=O)c1N=Nc1cccc(S(=O)(=O)N2CCOCC2)c1,-0.4,-1.0,2.6,-1.3,8.8,4.0,-7.6,10.1,0.5
O=C(/C=C/c1ccc(Cl)cc1Cl)N(Cc1ccc(Cl)cc1)C1CCS(=O)(=O)C1 (stereo unspecified),1.8,-0.7,0.7,0.4,0.9,4.5,5.7,11.7,4.7
Cn1c(/C(C#N)=C(\O)c2ccc([N+](=O)[O-])cc2)nc2ccccc21,0.7,1.1,3.7,5.9,0.3,4.6,0.6,6.3,6.0
O=C(O)CCC(=O)Nc1nc2nccc(-c3ccccc3)n2n1,-0.2,-2.5,1.0,3.8,11.2,2.7,2.1,5.2,-0.3
COC(=O)C1=C(C)N(CC2CC2)C(=O)N[C@H]1c1ccc(Br)cc1,·,7.6,·,2.4,4.3,-0.3,0.9,13.4,4.3
O=C(NNc1ncnc2c1cnn2-c1ccc(F)cc1)c1cccs1,1.2,-7.1,-0.1,2.6,9.3,-2.5,0.9,-0.1,1.8
CC(C)(C)n1nc2c(c1NC(=O)c1ccc(Cl)c([N+](=O)[O-])c1)CS(=O)(=O)C2,-0.6,-1.9,-0.5,0.3,-11.2,0.8,0.6,2.8,0.6
COc1ccc(NC(=O)CS(=O)CC(=O)Nc2ccc(-n3cnnn3)c(C)c2)cc1 (stereo unspecified),-0.8,-5.3,8.1,0.6,0.8,2.3,5.1,-7.5,-1.7
C[C@H](CO)N1C[C@H](C)[C@@H](CN(C)S(=O)(=O)c2cccs2)Oc2ccc(NS(=O)(=O)c3ccccc3)cc2CC1=O,·,·,0.1,·,4.7,1.1,14.2,·,·
N#Cc1c(SCC(=O)Nc2nccs2)sc2c(O)cc(=O)[nH]c12,-6.6,-39.0,16.7,4.9,-4.6,28.3,37.4*,49.6*,17.4
O=c1c2ccccc2nc2n1CC/C2=C\N1CCN(c2ccc([N+](=O)[O-])cc2)CC1,-3.2,-0.6,1.7,2.0,-1.9,13.3,10.0,-1.5,3.5
CCOC(=O)C(=O)NCC(c1cccs1)S(=O)(=O)c1ccc(C)cc1 (stereo unspecified),0.3,-1.1,10.1,-0.5,-7.3,0.1,0.5,-1.9,-0.9
COc1ccc(OC)c(S(=O)(=O)N/N=C\c2ccc3c(c2)OCO3)c1,0.1,1.1,3.2,4.7,-13.9,8.4,-3.0,6.9,6.5
CCOCCn1c(C)c(C(=O)OCC)c2cc(O)c3ccccc3c21,·,2.8,0.4,·,11.2,10.2,11.5,-0.5,4.9
O=C(CCCOc1ccccc1)Nc1cccc([N+](=O)[O-])c1,2.1,1.0,3.7,1.2,0.2,-2.0,-3.9,4.8,-0.1
CCOC(=O)/C(C#N)=C\N(C)C,1.1,-0.5,3.1,1.9,-3.1,-0.5,4.6,2.2,0.3
COc1ccc(C(=O)/C=C/c2ccccc2)c(O)c1,-1.6,-8.8,-0.5,-11.0,3.5,9.0,-8.8,-0.5,-2.8
C=CCN1C(=O)C(CC(=O)Nc2ccccc2)SC1=Nc1c(C)n(C)n(-c2ccccc2)c1=O (stereo unspecified),-0.7,-1.2,-1.9,-0.5,5.1,8.5,6.0,1.6,-0.1
O=c1[nH]cc(F)c(=O)[nH]1,-0.2,-1.2,2.0,-0.9,-0.1,-0.1,0.3,-4.4,1.1

# From PubChem BioAssay
